VCAM1 TNFa inh: reduces TNF alpha induced VCAM1 expression in HUVEC; HUVEC TNFa-induced VCAM-1 immunofluorescence, high-content imaging; inhibition, % at 2 µM; 95,000 tested, 0.48% active;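 active = inhibition above the batch mean plus 3 SD, with images confirmed as a hit by eye, cut at about 37% in these data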;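 note: 0% = TNF-stimulated DMSO wells and 100% = unstimulated control wells; not every result past the cut was called active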
E coli WT exp: E. coli BW25113 growth inhibition, expanded screen. OD600 absorbance. growth inhibition, % at 100 µM. 98,000 tested, 0.15% active;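 active = growth inhibition above about 50% at one test dose, limit read from the data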;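 note: growth measured after 20 h incubation at 37 °C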
cytoskel mod: modifiers of cytoskeleton assembly | 91,000 tested, 0.18% active | HUVEC TNFa F-actin phalloidin imaging, high content | AID 836 | inhibition, % at 2 µM;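 active = inhibition above the batch mean plus 3 SD and confirmed as a hit by visual image inspection, cut at about 30% in these data, passing the limit was not always enough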; note: strong numbers were not always called active
sEH inhibitor: blocks human soluble epoxide hydrolase activity; AID 707; inhibition, % at 2 µM; 91,000 tested, 0.34% active; recombinant human sEH enzymatic activity assay; P34913; in the data active = inhibition above about 80%; note: values of inactives mirror those of a sister screen read the other way; many of its hits are not listed in these tables
DAT uptake mod: human DAT dopamine uptake with cocaine, either direction. 110,000 tested, 1.3% active. B-score at 10 µM. LLC-PK1 hDAT cells, [14C]-dopamine uptake with cocaine IC80; actives deviate in either direction. Q01959. AID 449768;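 active = Z score or B-score, a plate-position-corrected score, falls beyond the plate's 99.7% confidence bounds, in either direction; inactive = both scores lie inside the 99.7% bounds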;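 note: scored against the spread of the other compound wells on the same plate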
HUVEC tox IL1B: HUVEC cytotoxicity counter-screen, IL-1B stimulated; 94,000 tested, 0.41% active; AID 845; cell count reduction, % at 2 µM; HUVEC cell count loss, Hoechst imaging;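 active = cell count reduction more than 3 SD above the screen-wide mean, cut at about 70% in these data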;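 note: normalized per plate to untreated control cells as the no-loss baseline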
HUVEC tox TNFa: HUVEC cytotoxicity counter-screen, TNF alpha stimulated. AID 848. cell count reduction, % at 2 µM. 93,000 tested, 0.17% active. HUVEC TNFalpha-stimulated, Hoechst cell count, imaging;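 active = cell count reduction exceeding the screen mean by over 5 SD, scaled to untreated wells per plate, cut at about 78% in these data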;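 note: cells counted after 24 h of TNF alpha exposure following the 1 h pretreatment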
PLK1 inh: blocks human PLK1 kinase activity; P53350; recombinant PLK1 kinase, TR-FRET peptide phosphorylation; inhibition, % at 10 µM; 97,000 tested, 0.53% active; AID 619;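 active = inhibition of 50% or more in the single-concentration screen; inactive = inhibition below 50%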;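 note: 0% = DMSO max control and 100% = H-89 dihydrochloride min control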
Target sequence (P53350 whole entry, looked up): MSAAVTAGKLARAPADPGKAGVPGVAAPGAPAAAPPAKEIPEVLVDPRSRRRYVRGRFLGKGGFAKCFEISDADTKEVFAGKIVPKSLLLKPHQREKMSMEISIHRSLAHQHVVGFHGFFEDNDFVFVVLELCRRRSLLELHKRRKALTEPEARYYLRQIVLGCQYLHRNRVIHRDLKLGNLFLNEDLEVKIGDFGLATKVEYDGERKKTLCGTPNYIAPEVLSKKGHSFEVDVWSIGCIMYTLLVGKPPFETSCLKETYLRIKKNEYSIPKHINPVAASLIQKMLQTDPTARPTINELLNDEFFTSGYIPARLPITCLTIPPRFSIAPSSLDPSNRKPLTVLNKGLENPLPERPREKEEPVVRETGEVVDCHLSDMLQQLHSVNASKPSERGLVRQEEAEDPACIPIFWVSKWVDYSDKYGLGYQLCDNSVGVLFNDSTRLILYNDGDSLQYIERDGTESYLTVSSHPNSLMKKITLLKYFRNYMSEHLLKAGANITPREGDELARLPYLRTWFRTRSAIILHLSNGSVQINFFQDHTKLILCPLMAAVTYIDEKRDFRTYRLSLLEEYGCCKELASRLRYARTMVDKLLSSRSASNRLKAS
Plk1 PBD FP: Plk1 (human) PBD binding inhibition | P53350 | Plk1 PBD phosphopeptide binding, fluorescence polarization | 97,000 tested, 0.13% active | inhibition, %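 (tested at about 20 µM)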; in the data active = inhibition above about 34%, passing the limit was not always enough
* hit, by the source's call; . = no result given.

mol	VCAM1 TNFa inh	E coli WT exp	cytoskel mod	sEH inhibitor	DAT uptake mod	HUVEC tox IL1B	HUVEC tox TNFa	PLK1 inh	Plk1 PBD FP
CCN(CC)CCCN=Cc1c(O)n(Cc2ccccc2)c(=O)c2ccccc12	-12.7	5.0	-1.7	-8.6	-0.328	-1.5	-13.4	-6.6	-20.6
O=C(c1ccc(Cl)c(Cl)c1)N1CCOCC1	1.2	-7.0	28.3	-13.0	0.911	13.4	-13.7	-3.4	1.3
O=C(CSc1ccccn1)N1CCN(c2cccc(Cl)c2)CC1	10.7	-11.0	-8.2	6.8	0.878	7.0	-7.0	-1.7	0.3
Cc1oc(-c2cccs2)nc1CS(=O)CC(=O)NC1CCCCCC1 (stereo unspecified)	10.0	1.0	14.4	27.4	-0.601	0.0	-13.2	-13.6	-6.7
CCCCn1c(N)c(-c2nc3ccccc3s2)c2c([N+](=O)[O-])nn(CC)c(=O)c21	12.1	-14.0	.	2.8	-0.745	19.0	-20.4	-6.8	-14.7
O=C(Nc1ccc(Cl)c(Cl)c1)OCc1cncs1	8.0	-3.0	5.4	-7.9	0.493	1.8	-26.0	8.9	-6.5
C=CCOc1c(CNn2nnnc2N)cccc1OC	9.1	.	0.8	-1.4	-0.158	-4.9	-3.4	-5.9	9.7
CCOC(=O)Nc1nc2ccccc2s1	-9.4	-4.0	4.4	4.3	-0.669	-1.9	-18.7	-5.9	12.2
C=CCOc1c(Br)cc(CNn2nnnc2N)cc1OC	22.7	4.0	2.1	-16.3	0.231	-35.1	3.7	-10.0	12.3
COc1ccc(C2CC(c3ccccc3)n3nnnc3N2)cc1 (stereo unspecified)	-5.8	2.0	.	-1.8	-0.5	-1.9	3.6	-10.7	6.9
O=C(CCCn1c(SCC(=O)c2ccc(F)cc2)nc2ccccc2c1=O)NCc1ccccc1	-1.1	-13.0	-2.7	17.2	-0.23	-11.4	-19.8	-3.1	-25.6
Cc1sc2ncnc(OCC(=O)N3CCN(S(=O)(=O)c4ccc(Cl)cc4)CC3)c2c1C	-17.6	-4.0	3.0	18.9	-0.144	4.9	-11.1	11.5	17.4
COc1cc(C(=O)NCc2nnc(SCC(=O)Nc3cc(C)cc(C)c3)o2)cc(OC)c1OC	-6.0	3.0	6.8	-6.1	-1	34.1	-21.4	-12.7	6.7
Cc1ccc(OCc2nnc(SCC(=O)c3cccc([N+](=O)[O-])c3)n2C)cc1	-1.6	3.0	7.4	-1.3	-0.169	-12.6	-3.0	-9.4	1.4
O=C(CSCc1ccccc1Cl)Nc1ccc2c(c1)OCCO2	-5.1	4.0	-10.0	54.5	0.902	9.5	-23.8	-11.8	-7.0
COc1ccc(CCN2C(=O)C(Oc3ccccc3C)C2c2ccc3c(c2)OCO3)cc1OC (stereo unspecified)	-16.3	-9.0	-9.3	-5.1	-0.307	-1.6	51.6	-13.1	4.3
CCOC(=O)C1C(=O)C=C(c2ccc(C)cc2)CC1c1ccco1 (stereo unspecified)	-14.9	12.0	-55.2	-1.9	-0.0707	12.6	-2.2	-12.9	14.2
CN(C)c1nc(-c2ccccc2)nnc1C(F)(F)F	22.5	-5.0	-12.2	-3.0	0.517	40.2	-14.2	-9.2	-4.4
CCOC(=O)N1CCN(Cc2ccc(F)cc2F)CC1	-14.1	9.0	10.7	-19.1	-1.07	6.8	-7.0	-8.3	1.8
CCOC(=O)c1ccc(NS(=O)(=O)c2cc(-c3nnnn3C(C)C)ccc2OC)cc1	5.0	1.0	13.8	-16.8	1.2	24.8	-6.5	-7.2	-11.5
c1ccc(-c2noc(-c3cccc4ccccc34)n2)nc1	.	6.0	.	8.9	0.87	-9.3	.	-6.9	-24.5
O=C(COC(=O)CC1CC2CCC1C2)NC(=O)NCc1ccco1 (stereo unspecified)	14.7	-2.0	9.1	9.8	-1.03	21.9	-12.4	-45.2	-4.7
Fc1ccccc1C(c1nnnn1Cc1ccc2c(c1)OCO2)N1CCN(Cc2ccco2)CC1 (stereo unspecified)	6.6	6.0	52.6	-4.5	-0.414	15.0	-7.1	-5.9	13.5
COc1ccc(C(=O)Nc2nc3ccc(S(C)(=O)=O)cc3s2)cc1	-12.6	.	1.0	0.2	0.747	-26.5	-20.3	-12.2	13.4
COc1ccc(OC)c(/C=N/NC(=O)CC2C(=O)NN=C2C)c1 (stereo unspecified)	-2.7	8.0	2.3	-7.0	-1.98	16.6	0.3	-2.7	-4.6
CCc1cc2c(SCC(=O)c3ccc(Cl)s3)ncnc2s1	5.1	-4.0	-12.5	10.1	0.553	3.2	-14.5	-5.3	7.3
COc1ccc(C(=O)COc2cccc(NC(=O)c3ccco3)c2)cc1	10.0	.	-1.8	5.6	2.21	-22.5	-33.7	-6.4	2.5
N#Cc1nc(COc2ccccc2Cl)oc1NCc1cccnc1	-8.5	8.0	8.0	6.3	0.416	8.0	4.9	13.9	-9.3
CCn1c(SCC(=O)c2cccs2)nnc1-c1ccco1	-8.5	11.0	-5.1	-5.0	0.786	13.6	5.2	-8.8	18.6
COc1cc(NC(=O)c2ccc(COCC(F)(F)F)o2)cc(OC)c1OC	50.4*	2.0	6.2	14.0	1.08	2.1	21.0	-4.9	-8.7
Cc1ccccc1NC(=O)COC(=O)CN1C(=O)NC(C)(C)C1=O	-4.4	-2.0	-2.3	-7.0	-1.42	-24.2	-10.2	-6.7	5.9
CCCc1ccc(-c2cc(C(=O)NN3CCOCC3)c3ccccc3n2)cc1	9.1	-7.0	-1.6	-14.6	2.08	4.9	-25.5	-11.9	-0.6
COC(=O)CCC(=O)COc1ccc(OC)cc1C#N	6.7	11.0	-0.5	-2.7	-0.0104	-17.8	-21.8	-8.9	1.1
CC(C)NC(=O)c1cc2nc(-c3ccco3)cc(C(F)(F)F)n2n1	1.2	-1.0	.	7.8	-0.83	-15.8	-26.9	-13.3	-6.0
O=C(c1cccc(F)c1F)N1CCCC1	-0.1	.	-0.9	-6.2	0.00921	21.4	-34.2	-12.4	-5.8
CCc1nnc(NC(=O)c2nc3nccc(C)n3n2)s1	-22.1	-4.0	15.7	7.5	1.53	18.3	14.3	-0.2	24.3
Cc1onc(-c2ccccc2Cl)c1C(=O)NCC1CCCO1 (stereo unspecified)	3.7	2.0	0.8	-0.5	-0.949	19.1	-16.7	5.4	-2.1
CCCCCn1c(N2CCN(Cc3ccccc3)CC2)nc2c1c(=O)[nH]c(=O)n2C	3.0	-1.0	-8.4	3.1	2.96*	2.4	-25.3	9.6	-1.2
Cc1ccc(C(C)C)c(OCCNC(=O)c2cncc(Br)c2)c1	2.8	-4.0	-7.1	66.6	0.0488	.	-19.1	11.9	-16.8
CCc1ccc(NCc2nc3ccccc3c(=O)[nH]2)cc1	-3.4	2.0	-10.9	0.0	-9.19*	-2.0	16.7	-7.0	-0.6
CCc1nc(NC(C)C)c2oc3ccccc3c2n1	.	7.0	.	.	-0.348	-21.5	.	-11.0	-6.0
Nc1c(-c2ccccc2)nc(Cl)nc1-c1ccccc1	16.3	1.0	6.4	-2.3	0.11	-82.5	-20.1	-20.7	19.9
CCN1C(=O)/C(=C\N2CCN(c3cccc(Cl)c3)CC2)SC1=S	3.7	-7.0	-25.4	.	0.738	-23.8	-17.8	-20.4	6.6
Cc1cc(Nc2nc3ccccc3nc2Cl)n(-c2ccccc2C)n1	10.1	-22.0	-19.1	10.7	-0.021	-7.5	-4.0	-6.4	-20.7
COC(=O)C1=C(C(=O)OC)SC(=C2C(=S)C(C)(C)N(C(=O)CC(C)C)c3ccccc32)S1	8.1	-2.0	-4.5	-3.7	0.487	-22.5	-17.8	-5.0	19.1
CCOC(=O)c1c(N)sc(C(O)(C(F)(F)F)C(F)(F)F)c1-c1ccc(Cl)cc1	31.2	1.0	1.5	9.4	-0.0711	-52.6	-11.4	3.1	-27.2
Cc1cccc(NC(=O)CSc2nnc(-c3ccc(S(=O)(=O)N4CCCC4)cc3)o2)c1	8.6	3.0	0.1	-11.5	1.37	-28.7	11.2	1.1	5.5
O=C(NCc1cc(C(F)(F)F)cc(C(F)(F)F)c1)C1CC(c2c(Cl)cccc2Cl)=NO1 (stereo unspecified)	9.6	5.0	14.9	24.8	-0.3	-21.0	-8.3	-4.0	-13.3

Of the compounds above, 2 contain bromine.
mol	VCAM1 TNFa inh	E coli WT exp	cytoskel mod	sEH inhibitor	DAT uptake mod	HUVEC tox IL1B	HUVEC tox TNFa	PLK1 inh	Plk1 PBD FP
C=CCOc1c(Br)cc(CNn2nnnc2N)cc1OC	22.7	4.0	2.1	-16.3	0.231	-35.1	3.7	-10.0	12.3
Cc1ccc(C(C)C)c(OCCNC(=O)c2cncc(Br)c2)c1	2.8	-4.0	-7.1	66.6	0.0488	.	-19.1	11.9	-16.8

Remaining list, next part:
mol	VCAM1 TNFa inh	E coli WT exp	cytoskel mod	sEH inhibitor	DAT uptake mod	HUVEC tox IL1B	HUVEC tox TNFa	PLK1 inh	Plk1 PBD FP
CCn1c(=O)c2cc(C(=O)N3CCOCC3)sc2c2ccccc21	9.6	1.0	-12.7	-10.5	-1.87	1.8	-14.4	-0.2	-8.9
COc1ccc(-c2nc(-n3c(C)c(C(C)=O)c(C(C)=O)c3C)sc2C)cc1	3.2	0.0	14.0	-5.2	0.595	3.8	9.4	-9.5	12.0
CC1CCN(CCOCCOc2ccc(Cl)cc2Br)CC1	-17.7	23.0	-8.7	1.6	0.101	-82.0	-33.0	-9.7	-8.1
Cc1ccc(-n2c(C)nc3c(cnn3-c3ccc(C)c(C)c3)c2=O)cc1C	19.9	-3.0	-0.7	-7.3	0.94	-0.6	-0.8	-19.9	1.4
Cn1c(Cn2cnc3ccccc32)nnc1SCc1ccccc1	.	6.0	.	-2.3	-0.19	.	.	-5.0	6.8
C/C(=C/c1oc2ccc(O)cc2c1[N+](=O)[O-])N(C)C	-20.4	-5.0	13.5	3.3	-0.0271	0.3	.	2.8	-1.8
CC(=O)NC(C)C(=O)OCC(=O)c1ccc(Cl)s1 (stereo unspecified)	16.5	-1.0	.	-10.5	-0.703	-40.8	-5.6	-0.1	10.9
O=C(CCNc1ccccc1)c1ccc2c(c1)OCO2	-17.5	-1.0	-3.1	-11.7	0.152	-36.1	-10.1	-4.8	-6.3
CC(C)COC(=O)c1cc(=O)[nH]c2ccccc12	8.0	5.0	-21.0	-0.3	-0.0753	-4.6	9.9	5.9	-7.0
CCOC(=O)CN1C(=O)C(O)=C(C(C)=O)C1c1ccc(F)cc1 (stereo unspecified)	-16.2	4.0	1.0	-16.0	0.241	-4.4	-31.5	-4.6	-8.1
C(=N\N1CCN(Cc2cccc3ccccc23)CC1)/c1cccnc1	-6.9	9.0	-8.0	-1.7	-0.208	0.5	10.2	-6.0	0.9
O=C(CSc1ccccc1C(=O)NCCCN1CCCC1=O)NCc1ccco1	16.1	4.0	17.0	7.7	0.766	-14.5	-16.3	-9.4	11.4
Nc1ccc(O)cc1C(=O)OCC(=O)C12CC3CC(CC(C3)C1)C2	-13.7	9.0	-27.4	-2.3	-0.38	3.1	10.7	-2.0	10.9
COc1ccc(C(=O)CSc2nnc(-c3cccnc3)n2Cc2ccco2)cc1	1.6	-7.0	-4.0	-12.9	2.41	0.9	-29.5	-9.2	-21.6
Cn1c(=O)c2c(nc(NCCCN3CCOCC3)n2Cc2ccc(Cl)cc2)n(C)c1=O	-0.6	.	54.0	-9.3	-0.328	6.7	-25.6	-1.6	-4.6
NC(=O)C1CNc2ccccc2O1 (stereo unspecified)	1.7	3.0	6.0	0.2	-0.361	-120.6	0.0	-12.8	-1.9
Cc1[nH]c2ccccc2c1SCC(=O)N1CCCc2ccccc21	15.8	-11.0	-8.2	1.1	0.455	5.9	0.0	-9.3	5.4

Screens as filed in PubChem.
